# RORg inh: qHTS for inhibitors of ROR gamma transcriptional activity | actives 5.4% (n = 310,000) | AID 2551, 2010 | Drosophila S2 Gal4-RORgamma UAS-luciferase reporter, 20 h | Nuclear receptor ROR-gamma (Mus musculus), P51450 | Potency, µM (top dose mostly 53.6 µM), without a hit: at the highest dose activity change, negative = inhibition, usual class: inhibitors; note: potency is the fitted concentration of half-maximal effect; % is set by controls: 0 for no effect and ±100 for the full control effect; nearly all actives have a fitted effect of over 60% in size
# Target sequence (P51450 whole entry, looked up, the tested form may be a part): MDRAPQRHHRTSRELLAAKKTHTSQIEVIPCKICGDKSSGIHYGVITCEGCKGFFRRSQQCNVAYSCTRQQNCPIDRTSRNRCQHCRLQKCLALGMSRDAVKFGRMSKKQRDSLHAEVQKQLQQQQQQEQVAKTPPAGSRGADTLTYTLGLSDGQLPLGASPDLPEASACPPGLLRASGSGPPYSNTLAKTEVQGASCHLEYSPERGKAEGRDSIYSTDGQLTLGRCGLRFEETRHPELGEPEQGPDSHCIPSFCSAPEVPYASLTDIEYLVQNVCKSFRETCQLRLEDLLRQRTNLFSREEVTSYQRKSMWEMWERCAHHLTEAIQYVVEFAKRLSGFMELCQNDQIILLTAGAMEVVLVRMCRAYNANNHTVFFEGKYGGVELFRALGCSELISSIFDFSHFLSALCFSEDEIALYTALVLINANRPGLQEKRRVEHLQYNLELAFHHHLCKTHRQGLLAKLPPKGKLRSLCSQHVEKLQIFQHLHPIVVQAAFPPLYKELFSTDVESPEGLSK
#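 Luminescence from a UAS-regulated Photinus luciferase reporter in stably transfected Drosophila Schneider cells is measured; decreased signal marks ROR gamma inhibition. Fusion expression is induced by 700 uM copper sulfate for 20 hr.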
# NPC1 promoter act: qHTS Assay for NPC1 Promoter Activators | AID 485313, 2010 | Huh7 NPC1 promoter luciferase reporter, 24 h | actives 2.4% (n = 320,000) | Potency, µM (series often up to 9.22 µM), without a hit: at the highest dose activation, actives largely listed as activators;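 note: potency is the fitted concentration of half-maximal effect; % of control where 0% means no effect; nearly all actives have a fitted effect of over 60% in size; reporter is driven by a mutant NPC1 promoter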
#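 Readout is luciferase luminescence, reflecting NPC1 promoter activation in stably transfected Huh7 cells after 24 h compound exposure at 37 °C in reduced-serum medium with 10% FBS.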
# ELG1 genotox: qHTS screen for small molecules that induce genotoxicity in human embryonic kidney (HEK293T) cells expressing luciferase-tagged ELG1; HEK293T ELG1-luciferase reporter, luminescence, 16 h; Potency, µM (highest dose often 46 µM), for inactives: top-dose activity change, positive = activation, actives largely listed as activators; actives 1.3% (n = 330,000); AID 504466, 2011; note: potency is the fitted concentration of half-maximal effect; % of control where 0% means no effect; nearly all actives have a fitted effect of over 60% in size
#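 HEK293T cells expressing luciferase-tagged ELG1 were exposed to compound or DMSO vehicle for 16 hr at 37 °C and 5% CO2. Luciferase activity was then measured with ONE-Glo after 30 min at room temperature.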
# Giardia killer: Small Molecules that selectively kill Giardia lamblia: qHTS; Giardia lamblia trophozoite viability; activity change, % at 7.66 µM, hits read low; actives 0.15% (n = 340,000); in the data active = activity change below about -80%; inconclusive = between about -30% and that limit;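 note: parasites exposed to compound for two days anaerobically before the ATP read; % is set by controls: 0 for no effect and ±100 for the full control effect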
#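 ATP-content bioluminescence gauges trophozoite survival. Cells (100/well) receive compound and incubate anaerobically for 48 hrs at 37 deg C; detection reagent follows for 15-30 min at room temperature.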
# Rab9 promoter act: qHTS Assay for Rab9 Promoter Activators; Huh7 Rab9 promoter-luciferase reporter, luminescence, 24 h; AID 485297, 2010; actives 2.8% (n = 320,000); Potency, µM (highest dose often 9.22 µM), without a hit: top-dose activation, negative = inhibition, hits mostly activators; note: potency is the fitted concentration of half-maximal effect; % of control where 0% means no effect; nearly all actives have a fitted effect of over 60% in size
#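 Rab9 promoter-driven luciferase in stably transfected Huh7 cells; 1500 cells/well rested 2 h, exposed to compound in DMSO for 24 h at 37 °C, 5% CO2. Luminescence read 10 min after adding luciferase reagent at ambient temperature.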
# FLuc counter: qHTS profiling assay for firefly luciferase inhibitor/activator using purifed enzyme and Km concentrations of substrates (counterscreen for miR-21 project) | actives 6.9% (n = 360,000) | Potency, µM (titrated, usually from 57.5 µM), without a hit: at the highest dose activity change, negative = inhibition, usual class: inhibitors | purified FLuc, Km substrates, luminescence inhibition;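 note: potency is the fitted concentration of half-maximal effect; plate controls were vehicle for no effect and reference inhibitor for full effect; nearly all actives have a fitted effect of over 55% in size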
# Target sequence (P08659 whole entry, looked up): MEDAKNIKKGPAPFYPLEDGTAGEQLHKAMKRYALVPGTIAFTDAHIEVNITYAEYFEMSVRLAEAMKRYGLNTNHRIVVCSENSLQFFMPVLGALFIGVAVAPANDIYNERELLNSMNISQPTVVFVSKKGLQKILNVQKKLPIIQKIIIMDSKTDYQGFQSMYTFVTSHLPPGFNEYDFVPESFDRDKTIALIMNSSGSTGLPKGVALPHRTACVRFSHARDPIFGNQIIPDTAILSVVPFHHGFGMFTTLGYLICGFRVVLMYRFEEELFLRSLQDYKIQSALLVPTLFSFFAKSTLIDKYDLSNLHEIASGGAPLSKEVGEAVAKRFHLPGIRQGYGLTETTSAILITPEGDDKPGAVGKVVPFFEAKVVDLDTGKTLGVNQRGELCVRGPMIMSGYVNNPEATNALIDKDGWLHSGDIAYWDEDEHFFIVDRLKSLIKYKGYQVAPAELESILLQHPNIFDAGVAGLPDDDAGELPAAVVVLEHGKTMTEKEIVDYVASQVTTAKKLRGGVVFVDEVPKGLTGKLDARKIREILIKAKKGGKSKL
#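 Purified P. pyralis luciferase (10nM final) with 10uM D-luciferin and 10uM ATP (Km levels) in 50mM Tris acetate pH 7.5, 10mM Mg acetate, 0.01% Tween-20, 0.05% BSA; qHTS 6-point titration, ~60 µM downward; luminescence read.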
# KCNH2 3.1 inh: qHTS for Inhibitors of KCHN2 3.1: Mutant qHTS. Potassium voltage-gated channel subfamily H member 2, brain isoform KCNH2 3.1 (human). U2OS KCNH2 3.1, thallium flux FluxOr; active compounds read low. activity change, % (tested at about 1.8 µM). actives 0.95% (n = 340,000). AID 720553, 2013;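 active = maximum activity change below -70%; inconclusive = maximum activity change from -70% to -50%; inactive = maximum activity change above -50%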;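 note: thallium influx rate constant from kinetic fluorescence after stimulation buffer; % is set by controls: 0 for no effect and ±100 for the full control effect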
#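 Thallium flux via FluxOr fluorescence (Red40 quencher, 45 min loading) in U2OS cells virally expressing the KCNH2 3.1 isoform (1.77 x 10^8 /mL virus, overnight at 37 C). Rate constants from 2-min kinetic reads post-stimulation, normalised to positive and negative controls.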
# Tb PFK block: qHTS Assay to Find Inhibitors of T. brucei phosphofructokinase; ATP-dependent 6-phosphofructokinase (Trypanosoma brucei brucei), O15648; T. brucei PFK, ADP-Glo luminescence; Potency, µM (titrated, usually from 57.5 µM), for the others: at the highest dose activity, negative = inhibition, hits mostly inhibitors; actives 0.17% (n = 330,000); AID 485367, 2010;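 note: potency is the fitted concentration of half-maximal effect; 0% = uninhibited 1x PFK enzyme wells and -100% = no-enzyme wells; nearly all actives have a fitted effect of over 60% in size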
#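 In TEA buffer at pH 8.0 with 5 mM MgCl2, enzyme (1.25 nM) converted F6P (0.5 mM) and ATP (0.1 mM) for 45 min at room temperature. ADP product was read by luciferase luminescence.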
# uPA generation: qHTS for Inhibitors of Cell Surface uPA Generation | cell surface uPA generation assay, qHTS | Potency, µM (titrated, usually from 38.3 µM), for inactives: at the highest dose activity change, negative = inhibition, most hits filed as inhibitors | actives 0.31% (n = 330,000); active = well fitted inhibition curve with a large enough effect; inconclusive = small, poorly fitted or top-dose-only effect; inactive = no such curve, though single readings can be large or run the other way; tested in mouse RAW 264.7 cells; note: potency is the fitted concentration of half-maximal effect; % is set by controls: 0 for no effect and ±100 for the full control effect; nearly all actives have a fitted effect of over 55% in size
# Coupling enz: qHTS Assay for Inhibitors of Fructose-1,6-bisphosphate Aldolase from Giardia Lamblia: Coupling assay counterscreen | coupling enzyme system counterscreen, AmpLite Red fluorescence | activity change, negative = inhibition, % at 58.2 µM, hits read low | actives 0.67% (n = 290,000) | AID 2472, 2010; in the data active = activity change below about -30%; note: % is set by controls: 0 for no effect and ±100 for the full control effect
#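 Counterscreen lacking aldolase: glyceraldehyde-3-phosphate coupling-enzyme reagent preincubated 10 min at RT with compound (at 57.5 uM final), then substrate/coupling system with AmpLite Red added; fluorescence read at 525/598 nm after 20 min RT.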
# Gal4-VP16 FLuc: VP16 counterscreen qHTS for inhibitors of ROR gamma transcriptional activity. Drosophila S2 Gal4-VP16 UAS-luciferase, luminescence, 20 h. actives 3.5% (n = 310,000). Potency, µM (highest dose often 53.6 µM), for the others: at the highest dose activity, negative = inhibition, usual class: inhibitors. AID 2546, 2010;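 note: Gal4-VP16 expression switched on by copper sulfate through the metallothionein promoter; potency is the fitted concentration of half-maximal effect; % is set by controls: 0 for no effect and ±100 for the full control effect; nearly all actives have a fitted effect of over 50% in size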
# Starred values were filed as active, the others as inactive; ? = inconclusive; . = not tested or not shown; [ ] = dose if it differs, or a comment. Unless noted, calls come from the whole dose curve; as a rule, active = well fitted curve in the direction sought with a large enough effect; inconclusive = small, poorly fitted or top-dose-only effect, or another doubt; inactive = no such curve, though single readings can be large; an effect the other way counts as inactive or inconclusive. Rows are unselected; 14% or so of the library scored in one or more.
SMILES,RORg inh,NPC1 promoter act,ELG1 genotox,Giardia killer,Rab9 promoter act,FLuc counter,KCNH2 3.1 inh,Tb PFK block,uPA generation,Coupling enz,Gal4-VP16 FLuc
COC(=O)c1ccc(NC(=S)NC(=O)c2cc(-c3ccccc3)nc3ccccc23)cc1,0.45µM*,1%,-1%,-5,1%,-2%,11,-2%,2%,1,2µM*
CCC(C)CCN1C(N(C)C)=NC[C@@H]1CC(C)C (stereo partly specified),.,0%,-7%,-2,-6%,-1%,4,5%,?,.,.
CCOC(=O)c1sc(NC(=O)c2cc(-c3ccccc3)nc3ccccc23)c(C#N)c1C,?,-7%,-5%,15,-25%,?,-11,-9%,4%,9,?
Cc1cnc(SCc2ccc(Cl)cc2Cl)[nH]c1=O,5%,-1%,8%,-19,-3%,21µM*,8,0%,6%,8,-1%
O=C(NC1CCCCC1)c1ccccc1C(F)(F)F,24%,0%,0%,5,0%,-6%,-6,0%,2%,0,8%
O=C(c1cc2ccccc2oc1=O)N(Cc1ccccc1)CC1CCCO1 (stereo unspecified),36%,1%,0%,-24,-1%,-3%,31,2%,0%,2,10%
O=C(O)c1ccc2c(=O)n3c(nc2c1)/C(=C/c1ccc(C(F)(F)F)cc1)CC3,?,-4%,13%,-17,-4%,0%,16,-2%,10%,3,-14%
CC(C)(C)C1=C(C#N)C(c2ccncc2)C(C#N)=C(N)O1 (stereo unspecified),36%,2%,-1%,12,1%,4%,8,27%,-11%,-1,?
Cc1cccc(/C=C2/SC(=O)N(Cc3ccccc3)C2=O)n1,28%,-2%,8%,-2,15%,-16%,-45,2%,-7%,1,12%
Cn1c(=O)c2c(nc(Oc3cccc(Br)c3)n2C)n(C)c1=O,?,9%,-1%,-1,6%,3%,-5,1%,22%,6,-8%
CCN(CC)S(=O)(=O)c1ccc2oc(C(=O)N3CCc4ccccc4C3)c(C)c2c1,?,-3%,-1%,-7,-7%,-2%,.,4%,8%,0,7%
COc1ccc2c(C)c(CCC(=O)NCCCN3CCCC3=O)c(=O)oc2c1C,-1%,-1%,4%,18,2%,6%,-10,2%,-6%,3,-12%
Cc1cc(C)c2sc(N)nc2c1,-34%,-3%,14%,12,-1%,-1%,18,-3%,2%,0,4%
CC[C@@]12C(=O)N(c3ccccc3)C(=O)N1[C@H](c1ccc(Br)cc1)[C@@H]1C(=O)N(C(C)(C)C)C(=O)[C@@H]12,.,-4%,-4%,-6,-1%,0%,28,3%,18%,.,.
Cn1c(=O)c2c(nc(NCc3cccnc3)n2Cc2ccc(Cl)cc2)n(C)c1=O,22%,-2%,-1%,4,-2%,5%,0,-5%,-5%,-1,0%
O=C(NCc1ccco1)c1ccc(S(=O)(=O)N2CCCc3ccccc32)cc1,-1%,0%,2%,5,-4%,1%,-1,1%,-30%,0,-2%
COc1ccccc1N(CC(O)CN1CCC(C)CC1)S(=O)(=O)c1ccccc1 (stereo unspecified),10%,-4%,2%,3,5%,-1%,-9,0%,0%,2,-2%
CCc1nc(Nc2ccccc2)c2nnn(Cc3ccccc3)c2n1,.,-6%,4%,4,-2%,-2%,-27,-2%,14%,-1,.
CC1Cc2ccccc2N1C(=O)CSc1nnnn1C1CCCC1 (stereo unspecified),17%,17%,-3%,0,-5%,-16%,2,0%,0%,-4,?
O=C(CS(=O)CC(=O)N(CC(=O)NC1CCCC1)C1CCCCC1)Nc1ccc(F)cc1 (stereo unspecified),23%,-2%,-2%,14,2%,2%,2,0%,1%,2,-3%
O=C(C1CC1)N1CCc2cc(Br)cc(S(=O)(=O)NCc3ccc4c(c3)OCO4)c21,16%,2%,2%,-13,-7%,-2%,27,0%,-4%,-1,-1%
COC(=O)c1cc(O)cc(OC)c1C(=O)c1c(O)cc(C)cc1O,-23%,-1%,3%,-7,1%,4%,-2,1%,-18%,5,?
O=C(NNC(=O)c1ccco1)Nc1ccccc1,6%,-5%,3%,3,0%,0%,2,0%,2%,.,4%
CCCN(CCC)CC(O)CN1C(=O)NC(C)(C)C1=O (stereo unspecified),-7%,-1%,1%,-15,-1%,0%,10,-1%,0%,4,-3%
COCC(=O)Nc1ccc(N2CCOCC2)c(S(=O)(=O)Nc2ccccc2OC)c1,.,.,1%,-14,.,.,44,-24%,-11%,.,.
CCC(C)C(NC(=O)c1ccc(Cl)cc1Cl)C(=O)O (stereo unspecified),3%,1%,0%,-12,-6%,19µM*,8,0%,3%,2,0%
CN(C)c1cc(-c2ccc(F)cc2)oc(=O)c1Cl,-5%,-2%,0%,4,0%,3%,4,0%,-7%,-1,-7%
Cc1ccc(-n2nc(C)c3c(-c4cccs4)c(C#N)c(N)nc32)cc1,?,0%,-9%,-10,8%,?,-5,2%,3%,-1,-9%
N#Cc1cc(C(=O)c2cc(Cl)ccc2O)cn(-c2ccccc2)c1=O,?,0%,-3%,-4,-3%,2%,1,-4%,1%,-2,-15%
O=S(=O)(NCCCN1CCOCC1)c1ccc(F)c(Cl)c1,.,-5%,-1%,5,-5%,0%,-8,1%,-5%,.,.
COC(=O)c1ccc(CNC(=O)C2CCC(=O)N(C3CCCCCC3)C2)cc1 (stereo unspecified),-4%,-5%,-11%,-6,-5%,1%,13,1%,-3%,.,-1%
O=C(Nc1cccc(Cl)c1)Nc1cccc(C(=O)O)c1,-37%,0.32µM*,-2%,0,0.35µM*,0.48µM*,4,-21%,-5%,2,-28%
COCCCn1c(Cc2csc(Nc3ccc(F)cc3)n2)nnc1SCC(N)=O,-28%,-1%,1%,12,-1%,0%,24,1%,0%,4,1%
COc1ccc(C2=CSC3=NCCN23)cc1F,-29%,-3%,1%,10,-3%,2%,5,-2%,-6%,2,-13%
CCOc1ccccc1N(CC(=O)Nc1ccccc1C(=O)N1CCCC1)S(C)(=O)=O,-7%,-4%,1%,0,-5%,0%,-10,-2%,4%,2,-7%
COc1ccc(N2CC(C)(C)C2=O)cc1,-19%,-14%,3%,-9,12%,0%,-13,-4%,4%,0,-2%
COC(=O)c1ccc(CN2CCN(C3CCCCC3)C(CCO)C2)cc1 (stereo unspecified),-6%,-3%,5%,5,-4%,0%,11,6%,2%,1,-1%
COc1ccc(NC(=O)c2ccc(S(=O)(=O)N(C)C)cc2)cc1OC,-2%,6%,5%,-1,-5%,-17%,7,0%,-3%,0,-1%
CCCc1[nH]nc2c1C(c1cn[nH]c1-c1ccc(F)cc1)C(C#N)=C(N)O2 (stereo unspecified),-11%,-3%,-3%,21,-2%,-1%,15,9%,-9%,-23,?
Cc1c(C(=O)N2CCC(C)CC2)oc2ccc3c(c12)C(O)CC1(CCCCC1)O3 (stereo unspecified),9%,-5%,-9%,-18,-15%,5%,-4,-3%,?,.,0%
COC(=O)[C@@H]1CC[C@H](C)[C@@H](c2ccc(C)cc2)N1C(=O)c1ccc(/C=N/OC[C@@H](O)[C@H]2O[C@@H]3OC(C)(C)O[C@@H]3[C@H]2O)cc1,33%,-3%,0%,.,-3%,3%,.,-2%,.,1,-20%
COCCCn1c(=O)c2sccc2n(Cc2ccc(C)cc2)c1=O,9%,-1%,0%,5,-2%,0%,1,2%,14%,1,-10%
O=C(CSc1ccccc1)Nc1nnc(-c2ccco2)o1,.,-3%,0%,31[activator],2%,8%,0,0%,-2%,.,.
CCCCn1c(N)c(N(CC(C)C)C(=O)c2ccc(OCC3CCCO3)cc2)c(=O)[nH]c1=O (stereo unspecified),.,-2%,2%,21,-2%,0%,19,1%,3%,.,.
O=C1c2ccccc2C(=O)N1CN(C(=O)COc1ccc(Cl)cc1Cl)c1cccc(F)c1,39%,9%,17%,5,7%,0%,3,4%,3%,0,8%
CC(C)C(=O)Nc1ncc(Cc2cccc(Cl)c2)s1,11µM*,-3%,-2%,13,0%,1%,3,-13%,-1%,-6,?
